TRPC4 inh – TRPC4 (mouse) channel inhibition; 300,000 tested, 0.39% active; AID 2247; HEK293 TRPC4beta/mu-opioid, DAMGO-evoked Fluo4 calcium flux; active compounds read low; Q9QUQ5; B-score at 10 µM;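 active = B-score over 3 SD under the library average, no early fluorescence shift, positive overall ratio signal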
Target sequence (Q9QUQ5 whole entry, looked up): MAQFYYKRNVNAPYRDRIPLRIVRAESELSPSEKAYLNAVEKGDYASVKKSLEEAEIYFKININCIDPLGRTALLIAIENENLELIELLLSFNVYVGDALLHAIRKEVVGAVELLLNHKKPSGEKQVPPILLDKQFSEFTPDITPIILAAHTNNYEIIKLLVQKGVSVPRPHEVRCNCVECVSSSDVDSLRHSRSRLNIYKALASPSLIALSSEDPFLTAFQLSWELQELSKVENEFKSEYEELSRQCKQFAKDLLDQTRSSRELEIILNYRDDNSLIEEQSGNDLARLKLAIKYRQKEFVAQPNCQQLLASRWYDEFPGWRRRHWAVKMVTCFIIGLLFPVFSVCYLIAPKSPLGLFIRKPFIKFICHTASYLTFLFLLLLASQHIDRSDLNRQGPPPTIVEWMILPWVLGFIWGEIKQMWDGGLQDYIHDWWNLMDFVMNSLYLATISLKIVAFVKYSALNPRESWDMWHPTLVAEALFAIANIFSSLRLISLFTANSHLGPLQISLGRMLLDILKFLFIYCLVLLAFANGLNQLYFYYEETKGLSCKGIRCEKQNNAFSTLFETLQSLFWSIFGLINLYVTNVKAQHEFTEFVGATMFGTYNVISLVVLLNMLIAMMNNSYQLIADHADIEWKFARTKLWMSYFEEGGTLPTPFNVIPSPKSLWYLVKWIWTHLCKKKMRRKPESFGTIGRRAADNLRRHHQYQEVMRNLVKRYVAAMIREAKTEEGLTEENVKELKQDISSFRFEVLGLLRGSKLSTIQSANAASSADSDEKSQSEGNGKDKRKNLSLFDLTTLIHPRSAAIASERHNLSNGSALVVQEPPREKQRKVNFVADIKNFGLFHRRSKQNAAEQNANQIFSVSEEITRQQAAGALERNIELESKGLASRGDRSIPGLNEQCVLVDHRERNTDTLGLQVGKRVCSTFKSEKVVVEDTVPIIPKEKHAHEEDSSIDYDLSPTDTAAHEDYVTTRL
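Assay system: HEK293 cells with stable TRPC4beta plus mu-opioid receptor expression. Dosing: single dose. Measured by: Fluo4 Ca2+ flux fluorescence. Also added: DAMGO in two steps, submaximal then maximal. Read-out: B score from integrated Fluo4 fluorescence ratio.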
TRPC6 activator – activators of mouse TRPC6 channel; 310,000 tested, 0.13% active; AID 2550; B-score at 10 µM; HEK293-TRPC6 membrane potential dye fluorescence; active compounds read high; Q61143;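 active = B-score of the integrated fluorescence ratio above library mean plus 3 SD, and starting fluorescence ratio within library mean plus 5 SD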;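 also: higher score means more depolarization so channel activation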
TRPC4 PAM – allosteric potentiators of mouse TRPC4 channel; B-score at 10 µM; 310,000 tested, 0.42% active; Q9QUQ5; HEK293 TRPC4beta/mu-opioid, DAMGO EC20, Fluo-4 Ca2+ flux; active compounds read high;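 active = B-score of calcium response area above 5 SD of library B-scores, with initial fluorescence ratio within 5 SD of library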;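 also: B-score of integrated fluorescence ratio over time as area under calcium response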
HIF act – HIF pathway transcriptional activation; U2OS HRE-luciferase reporter, luminescence; normalized: DMSO 0%, desferrioxamine 100%; activation, % at 7.5 µM (by protocol); 300,000 tested, 0.32% active; AID 1910;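 active = mean activation of at least 10% of the iron chelator positive control signal, with at least half of replicates also reaching 10%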
TRPC6 inh – mouse TRPC6 channel inhibition | Q61143 | HEK293-TRPC6, membrane potential dye, ACh-evoked depolarization; active compounds read low | B-score at 10 µM | 310,000 tested, 1.1% active | AID 2553;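 active = B-score under library mean minus 3 SD, initial fluorescence not abnormally high, positive integrated signal ratio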;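 also: B-score derived from integrated fluorescence ratio over the kinetic read; more negative B-score means stronger inhibition of depolarization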
MrgX1 agonist – activates human MrgX1 receptor signaling. B-score at 10 µM. 310,000 tested, 0.44% active. Q96LB2. MrgX1-HEK293 cells, Fluo-4 calcium fluorescence, agonist mode; active compounds read high. AID 588627;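 active = calcium response B-score plate-corrected fluorescence ratio at least 3 library SD, with starting fluorescence B-score inside 5 SD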
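times = overnight plating, then 30 min 37 °C plus 30 min room-temperature dye loading | assay system = stable human MrgX1 HEK293 cell line | input = fifteen thousand cells per well | signal = kinetic calcium dye fluorescence, Fluo-4 NW | dosing = compound delivered in addition one of three | read-out = B-scored fluorescence response ratio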
AI-2 QS modul – modulates the Vibrio harveyi AI-2 quorum sensing system; 300,000 tested, 0.4% active; Vibrio harveyi JMH597 AI-2 luminescence/OD600 ratio, 9 h; active compounds read low; strain lacks LuxN and CqsS sensors; 0 = neutral-control median; activity change, % at 7.5 µM; in the data active = activity change below about -75%, passing the limit was not always enough;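 also: luminescence divided by OD600 gain over 9 h not by final OD600 alone; inactives centre near 13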
PolyA inh – blocks polyadenylation in yeast reporter cells | S. cerevisiae SKY197-pL101 polyadenylation reporter, beta-gal luminescence; efflux-impaired pdr1/pdr3 knockout yeast; score 100 = 6 SD above DMSO | calls only at 12 µM | 300,000 tested, 0.02% active | AID 1875;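 active = lowest replicate activity score at least 50, where 100 means six control SD above control mean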;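 also: yeast exposed to compound for 9 h at 30 °C; higher score means more reporter readthrough which indicates perturbed polyadenylation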
TRPC4 agonist – opens the mouse TRPC4 cation channel | Q9QUQ5 | HEK293 TRPC4beta/mu-opioid, Fluo4 calcium fluorescence; active compounds read high | B-score at 10 µM | 310,000 tested, 0.49% active | AID 2237;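 active = B-score above 5 SD of library B-scores, and initial fluorescence ratio not above library mean plus 5 SD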;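 also: positive B-score marks a calcium rise read as TRPC4 activation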
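system = HEK293 cells stably co-expressing mouse TRPC4beta and mu-opioid receptor | schedule = Fluo4 dye loading 45 min at room temperature, 110 s recording | measure = B-scored integrated calcium fluorescence ratio | signal = Fluo4 calcium-sensitive dye fluorescence, kinetic, 1 Hz baseline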
MrgX1 PAM – allosterically activates human MrgX1 receptor signaling; Q96LB2; MrgX1-HEK293, Fluo-4 calcium flux, FDSS; active compounds read high; B-score at 10 µM; 310,000 tested, 0.63% active; AID 588675;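 active = plate-corrected calcium response at least 3 library SD above typical, normal starting fluorescence, not activating the receptor alone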;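 also: compound read alongside a low EC10 to EC30 dose of BAM8-22 agonist; peak minus trough fluorescence over baseline measured at the second addition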
MrgX1 antagonist – antagonists of human MrgX1 receptor; Q96LB2; MRGX1-HEK293 calcium flux, Fluo-4, BAM8-22 antagonism; active compounds read low; B-score at 10 µM; 310,000 tested, 1.3% active; AID 588676;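 active = calcium-response B-score plate-corrected more than 3 library SD below zero, starting fluorescence within 5 deviations, no agonist response on first addition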;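 also: peak minus trough fluorescence over baseline after final BAM8-22 challenge near maximal dose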
The depositor's hits bear a star; i = inactive.

SMILES	TRPC4 inh	TRPC6 activator	TRPC4 PAM	HIF act	TRPC6 inh	MrgX1 agonist	AI-2 QS modul	PolyA inh	TRPC4 agonist	MrgX1 PAM	MrgX1 antagonist
CCOC(=O)C1CCN(C(=O)CSc2nc3ncccc3[nH]2)CC1	i	i	i	-0.4	i	i	4.4	i	i	i	i
CCc1ccc[n+](-c2[nH]c(=O)sc2/C=N/NC([S-])=Nc2ccccc2)c1	i	i	i	-1.7	i	i	25.9	i	i	i	i
O=C(CN1CCN(Cc2ccc3c(c2)OCO3)CC1)Nc1ccc(N2CCOCC2)cc1	i	i	i	-0.2	i	i	6.5	i	i	i	i
CCOC(=O)c1cc2c(C)[nH]c(C)c2cc(C(=O)OCC)c1=O	i	i	i	0.1	i	i	30.9	i	i	i	i
CC(C)NC(=O)C1(S(=O)(=O)c2ccccc2)CC=CC1	i	i	i	0.6	i	i	12.7	i	i	i	i
O=C(COC(=O)CCc1c[nH]c2ccccc12)NC(c1ccccc1)c1ccccc1	i	i	i	0.1	i	i	-71.3	i	i	i	i
COCCn1c(SCc2cccc([N+](=O)[O-])c2)nc2ccccc2c1=O	-6*	i	i	-0.3	i	i	16.8	i	i	i	i
Cc1ccc(/C=N/NC(=O)c2ccoc2C)s1	i	i	i	1.9	i	i	2.8	i	i	i	i
COc1ccc(-n2cnc3ccccc3c2=O)c([N+](=O)[O-])c1	i	i	i	-0.8	i	i	9.5	i	i	i	i
O=Cc1c(NCc2ccccc2Cl)c2ccccc2[nH]c1=O	i	i	i	0.7	i	i	10.4	i	i	i	i
CC(C)NC(=O)NNC(=O)c1nn(-c2ccc(F)cc2)ccc1=O	i	i	i	-0.3	i	i	10.9	i	i	i	i
CC(=O)Nc1ccc(N/C(N)=N/c2nc(C)cc(C)n2)cc1	i	i	i	-0.1	i	i	16.5	i	i	i	i
Cc1c(CCOC(=O)CC23CC4CC(CC(C4)C2)C3)sc[n+]1Cc1ccccc1	-6*	i	i	0.1	-5.27*	i	20.1	i	i	i	i
COc1cc(CO)ccc1OCc1ccc(Cl)nc1	i	i	i	5.2	i	i	-4.4	i	i	i	i
Cc1cc(Nc2ccccc2)nn1C(=O)c1ccc(Br)cc1	i	i	i	0.1	i	i	19.6	i	i	i	i
CC(=O)N=c1sccn1CC(O)c1ccccc1 (stereo unspecified)	i	i	i	-1.2	i	i	20.3	i	i	i	i
Cc1ccc(C(=O)CSc2nnc3ccccn23)c(C)c1	i	i	i	-2.2	i	i	27.4	i	i	i	i
Cc1[nH]c(=O)c(S(=O)(=O)c2ccccc2)c(C)c1Cl	i	i	i	2.3	i	i	9.4	i	i	i	i
C/C(N)=C(/C#N)C(=O)CSc1nnc(Nc2cccc(C)c2C)s1	i	i	i	2.1	i	i	15.6	i	i	i	i
O=C(Nc1ccc2c(c1)CCC2)c1ccccc1	i	i	i	1.0	i	i	12.6	i	i	i	i
Cc1nnc(N2C(=O)C(=O)/C(=C(/O)c3ccc4c(c3)CC(C)O4)C2c2ccccc2F)s1 (stereo unspecified)	i	i	i	0.8	i	i	6.6	i	i	i	i
CC(=O)Nc1ccc(-c2sc(Nc3cccc4ccccc34)n[n+]2-c2ccccc2)cc1	i	i	i	0.8	i	i	19.1	i	i	i	i
CCCC(C)C(=O)Nc1nc(C)c(-c2csc(Nc3ccccc3OC)n2)s1 (stereo unspecified)	i	i	i	-3.5	i	i	25.0	i	i	i	i
NC(=O)CC(NC(=O)Cc1cccc2ccccc12)c1ccc(NCCc2ccc(F)cc2)c([N+](=O)[O-])c1 (stereo unspecified)	i	i	i	-0.5	i	i	21.0	i	i	i	i
FC(F)(F)c1ccccc1NC(=S)N1CCN(Cc2ccc3c(c2)OCO3)CC1	i	i	i	-0.1	i	i	14.8	i	i	i	-7.43*
SMILES	TRPC4 inh	TRPC6 activator	TRPC4 PAM	HIF act	TRPC6 inh	MrgX1 agonist	AI-2 QS modul	PolyA inh	TRPC4 agonist	MrgX1 PAM	MrgX1 antagonist
CC(=O)c1cccc(NC(=S)N2c3ccccc3CC2C)c1 (stereo unspecified)	i	i	i	2.1	i	i	5.2	i	i	i	i
CCC(C)NC(=O)c1ccc2c(Cl)c3c(nc2c1)CCC3 (stereo unspecified)	i	i	i	1.5	i	i	-5.2	i	i	i	i
CC(=O)c1cccc(CN2CCC(CO)(CCCc3ccccc3)CC2)c1	i	i	i	-0.1	i	i	-2.2	i	i	i	i
C=CCNC(=O)c1ccccc1NC(=O)c1ccccc1N(C)S(C)(=O)=O	i	i	i	-0.2	i	i	13.7	i	i	i	i
CC1CCN(CCCNC(=O)c2cc3c(=O)n(C)c4ccccc4c3n2C)CC1	i	i	i	0.2	i	i	8.8	i	i	i	i
COc1ccccc1-c1nnc(N(C)C(=O)C2CCCO2)s1 (stereo unspecified)	i	i	i	-0.3	i	i	8.7	i	i	i	i
Cc1ccccc1NC(=S)Nc1cccc2cnccc12	i	i	i	-0.4	i	i	-1.4	i	i	i	i
O=S(=O)(N1CCCCC1)N1CCN(c2cc(Cl)ccc2Cl)CC1	i	i	i	-0.2	i	i	3.1	i	i	i	i
O=C(NC(=S)NCCN1CCOCC1)c1ccccc1Cl	i	i	i	1.3	i	i	-1.6	i	i	i	-4.88*
CC(C)(CNC(=O)c1ccc(Br)o1)N1CCOCC1	i	i	i	0.1	i	i	13.6	i	i	i	i
COc1ccccc1C(=O)Nc1ccnn1C1CCN(Cc2ccccc2OCCO)CC1	i	i	i	0.8	i	i	17.9	i	i	i	i
COc1ccc(C(=O)N=c2sc3c(C)ccc(OC)c3n2C)cc1OC	i	i	i	2.4	i	i	10.2	i	i	i	i
Cc1nn(C(C)(C)C)c(C)c1/C=N/OC(=O)Nc1ccc(Cl)cc1	i	i	i	-6.1	i	i	19.8	i	i	i	i
Cn1cnnc1SCC(=O)Nc1cc(S(=O)(=O)N2CCCCC2)ccc1Cl	i	i	i	-1.3	i	i	4.7	i	i	i	i
Cc1ccc2oc(C(=O)NCCC3CCCCO3)c(C)c2c1 (stereo unspecified)	i	i	i	-0.4	i	i	-3.3	i	i	i	i
CCC(C(=O)NCc1ccncc1)c1ccccc1 (stereo unspecified)	i	i	i	-0.1	i	i	6.5	i	i	i	i
CCCn1c(C(O)c2ccc3c(c2)OCO3)nc2ccccc21 (stereo unspecified)	i	i	i	0.0	i	i	13.4	i	i	i	i
Cc1sc(NC(=O)C2CCCCC2C(=O)O)c(C(N)=O)c1-c1ccc(C(C)(C)C)cc1 (stereo unspecified)	-5*	i	i	-0.4	i	94.9*	24.2	i	i	i	i
CCN(CC)C(=O)C1CCN(C(=O)c2oc3ccc(C)cc3c2C)CC1	i	i	i	0.8	i	i	38.4	i	i	i	i
COc1ccc(NC(=S)NNC(=O)C2CC2c2ccc(C)cc2)cc1 (stereo unspecified)	i	i	i	0.1	i	i	5.8	i	i	i	i
CN(Cc1ccccc1F)c1nc(-c2cccs2)nc2ccccc12	i	i	i	-0.2	i	i	5.2	i	i	i	i
COc1cc(OC)cc(C(=O)Nc2ccccc2S(=O)(=O)N2CCCC2OC(C)=O)c1 (stereo unspecified)	i	i	i	2.3	i	i	19.6	i	i	i	i
CC(C)(CO)NCc1c(OCc2ccc(Cl)cc2)ccc2ccccc12	i	i	i	-24.3	-6.72*	i	6.4	i	i	i	i
O=C(CCCN1C(=O)CCC1=O)Nc1ccc2c(c1)OCO2	i	i	i	-0.1	i	i	6.7	i	i	i	i
COC(=O)c1cc(S(=O)(=O)NCCCc2ccco2)c[nH]1	i	i	i	-0.3	i	i	-0.2	i	i	i	i
SMILES	TRPC4 inh	TRPC6 activator	TRPC4 PAM	HIF act	TRPC6 inh	MrgX1 agonist	AI-2 QS modul	PolyA inh	TRPC4 agonist	MrgX1 PAM	MrgX1 antagonist
CCOc1cccc2c1OC1(C)CC2NC(=O)N1c1ccc(OC)cc1 (stereo unspecified)	i	i	i	-0.2	i	i	21.2	i	i	i	i
O=C(NCC1CCCO1)c1ccccc1OCc1ccc(Cl)cc1 (stereo unspecified)	i	i	i	-0.9	i	i	11.6	i	i	i	i
O=C(Cn1cnc2scc(-c3ccccc3)c2c1=O)N1CCOCC1	i	i	i	-0.1	i	i	11.2	i	i	i	i
Cn1ccnc1SCC(=O)c1c[nH]c2ccccc12	i	i	i	2.2	i	i	1.6	i	i	i	i
COC(=O)COc1ccc(S(=O)(=O)N2CCCCC2)cc1[N+](=O)[O-]	i	i	i	-0.1	-5.31*	i	22.0	i	i	i	i
Cc1cc(C)cc(NC(=O)CCN2C(=O)c3ccccc3S2(=O)=O)c1	i	i	i	-0.2	i	i	48.3	i	i	i	i
CC1CC(C)CN(CCCNC(=O)c2csc3c2CCCCC3)C1 (stereo unspecified)	i	i	i	-0.5	i	i	10.9	i	97*	i	i
Cc1c(C(=O)O)cccc1-c1ccc(/C=C2\SC(=O)NC2=O)o1	i	i	i	-29.0	i	i	48.8	i	i	i	i
O=S(=O)(c1ccc(Cl)s1)N1CCN(C/C=C/c2ccccc2)CC1	i	i	i	-0.4	i	i	21.0	i	i	i	i
CCN(CC)CCOc1ccc(Br)cc1	i	i	11*	-0.2	i	i	15.7	i	i	i	i
CCC(C)NC(=O)c1csc2c1CCCCC2 (stereo unspecified)	i	i	i	0.0	i	i	7.0	i	i	i	i
CCOC(=O)C1CCCN(Cc2nc3ccc([N+](=O)[O-])cc3c(=O)n2-c2ccc(OC)cc2OC)C1 (stereo unspecified)	i	i	i	0.2	i	i	8.2	i	i	i	i
C/C(=N\NC(=O)c1cc2ccccc2cc1O)c1ccc(C)o1	i	i	i	0.3	i	i	23.4	i	i	i	i
CC(C)Cn1c(-c2cc([N+](=O)[O-])ccc2Cl)nc2c1c(=O)[nH]c(=O)n2Cc1ccccc1	i	i	i	0.1	i	i	5.6	i	i	i	i

In another format: results already given.
smiles,TRPC4 inh,TRPC6 activator,TRPC4 PAM,HIF act,TRPC6 inh,MrgX1 agonist,AI-2 QS modul,PolyA inh,TRPC4 agonist,MrgX1 PAM,MrgX1 antagonist
O=C(CN1CCN(Cc2ccc3c(c2)OCO3)CC1)Nc1ccc(N2CCOCC2)cc1,i,i,i,-0.2,i,i,6.5,i,i,i,i
CCOC(=O)c1cc2c(C)[nH]c(C)c2cc(C(=O)OCC)c1=O,i,i,i,0.1,i,i,30.9,i,i,i,i

High-throughput results deposited in PubChem by several laboratories.

Not all compounds are listed. The share of hits here may be higher or lower than overall.
